# Screening data (PubChem)
# BLM helicase inh: blocks DNA unwinding by human BLM helicase. 0.2% of 350,000 active. P54132. recombinant BLM DNA unwinding, fluorescence dequenching. Potency, µM (top dose mostly 56.1 µM), without a hit: at the top dose activity change, negative = inhibition, actives largely listed as inhibitors;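 also: plate controls were vehicle for no effect and no enzyme for full effect; nearly all actives have a fitted effect of over 35% in size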
# Target sequence (P54132 whole entry, looked up): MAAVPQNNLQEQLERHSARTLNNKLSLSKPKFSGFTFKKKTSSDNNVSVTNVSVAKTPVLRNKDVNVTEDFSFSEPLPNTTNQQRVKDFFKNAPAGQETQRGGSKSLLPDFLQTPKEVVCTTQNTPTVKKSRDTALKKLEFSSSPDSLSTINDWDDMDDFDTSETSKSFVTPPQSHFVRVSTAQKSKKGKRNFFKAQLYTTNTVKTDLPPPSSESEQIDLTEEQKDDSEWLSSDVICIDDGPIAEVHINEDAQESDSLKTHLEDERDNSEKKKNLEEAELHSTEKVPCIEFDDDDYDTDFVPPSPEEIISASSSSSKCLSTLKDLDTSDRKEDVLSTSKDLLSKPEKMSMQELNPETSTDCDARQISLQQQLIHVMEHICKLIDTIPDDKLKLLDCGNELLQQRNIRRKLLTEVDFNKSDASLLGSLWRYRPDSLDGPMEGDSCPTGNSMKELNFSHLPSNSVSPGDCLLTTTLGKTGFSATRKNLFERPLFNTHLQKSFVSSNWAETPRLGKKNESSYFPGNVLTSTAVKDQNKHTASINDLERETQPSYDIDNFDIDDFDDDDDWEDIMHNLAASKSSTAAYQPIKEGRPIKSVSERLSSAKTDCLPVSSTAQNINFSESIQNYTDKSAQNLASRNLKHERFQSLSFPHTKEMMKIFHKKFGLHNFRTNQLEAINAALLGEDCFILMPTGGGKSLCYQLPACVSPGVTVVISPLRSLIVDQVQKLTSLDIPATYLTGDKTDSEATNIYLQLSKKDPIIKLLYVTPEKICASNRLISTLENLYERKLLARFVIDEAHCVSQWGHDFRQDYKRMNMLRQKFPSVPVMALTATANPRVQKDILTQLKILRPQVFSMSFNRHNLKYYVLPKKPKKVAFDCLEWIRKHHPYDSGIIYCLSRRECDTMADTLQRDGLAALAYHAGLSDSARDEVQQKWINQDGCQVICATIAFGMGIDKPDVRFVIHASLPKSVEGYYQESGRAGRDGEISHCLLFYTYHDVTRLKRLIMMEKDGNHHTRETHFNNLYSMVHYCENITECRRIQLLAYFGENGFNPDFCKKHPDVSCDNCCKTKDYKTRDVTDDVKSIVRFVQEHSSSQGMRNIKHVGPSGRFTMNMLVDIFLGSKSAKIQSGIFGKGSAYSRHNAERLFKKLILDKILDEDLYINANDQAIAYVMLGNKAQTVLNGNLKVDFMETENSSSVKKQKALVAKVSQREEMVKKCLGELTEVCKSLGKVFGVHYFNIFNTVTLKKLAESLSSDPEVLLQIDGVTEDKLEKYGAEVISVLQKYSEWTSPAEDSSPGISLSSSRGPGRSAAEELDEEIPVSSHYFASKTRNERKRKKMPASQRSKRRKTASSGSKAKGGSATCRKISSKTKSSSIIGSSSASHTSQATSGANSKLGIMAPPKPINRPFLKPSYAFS
# PGK inhibitor: inhibitors of T. brucei phosphoglycerate kinase. P07378. PGK/GAPDH coupled, Kinase-Glo luminescence, 60 min. Potency, µM (series often up to 57.5 µM), for the others: at the highest dose activity change, negative = inhibition, actives largely listed as inhibitors. 0.043% of 380,000 active. AID 602233; also: % is scaled to controls: 0 for no effect and ±100 for the full control effect; nearly all actives have a fitted effect of over 60% in size
#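 Luminescent ATP detection (Kinase-Glo Plus) follows a 60-minute room-temperature incubation, with wells lacking PGK as controls. Buffer: 100 mM TEA (pH 7.6), 5 mM MgCl2, 0.01% Tween-20. Coupling enzyme GAPDH (100 nM final) supplies unstable 1,3-BPG in-well.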
# JMJD2A Tudor inh: inhibitors of human JMJD2A Tudor domain. Potency, µM (top dose mostly 114 µM), for the others: top-dose activity change, negative = inhibition, actives largely listed as inhibitors. AID 504339. AlphaScreen JMJD2A-Tudor / H3K4me3 peptide binding. O75164. 4.4% of 390,000 active; also: % is scaled to controls: 0 for no effect and ±100 for the full control effect; nearly all actives have a fitted effect of over 50% in size
# G9a block: inhibitors of human histone lysine methyltransferase G9a | G9a H3K9 monomethylation, AlphaScreen, 2 h | AID 504332 | Q96KQ7 | Potency, µM (highest dose often 102 µM), without a hit: at the top dose activity, negative = inhibition, usual class: inhibitors | 8.8% of 350,000 active; also: % is scaled to controls: 0 for no effect and ±100 for the full control effect; nearly all actives have a fitted effect of over 75% in size
#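 Step 1: enzyme (final 20 nM) with compound, 15 min RT. Step 2: substrate peptide 500 nM and SAM 20 uM, 2 h RT. Step 3: anti-H3K9me1 antibody and AlphaScreen beads, 10 min, then plate read.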
# GLS inh: glutaminase GLS (human) inhibition; O94925; GLS enzymatic activity, qHTS titration; Potency, µM (series often up to 45.5 µM), for the others: top-dose activity change, negative = inhibition, hits mostly inhibitors; 0.21% of 410,000 active; also: % is scaled to controls: 0 for no effect and ±100 for the full control effect
#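 Coupled fluorescence readout: glutamate oxidase/HRP/Amplex Red detect glutamate formed by hKGA from L-glutamine (1 mM solution added). Buffer 45 mM KH2PO4 pH 8.2, 0.02% Tween-20; reads at t0 and 30 min RT.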
# Pin1 inhibitor: blocks the human prolyl isomerase Pin1 | Potency, µM (series often up to 115 µM), for the others: at the highest dose activity, negative = inhibition, actives largely listed as inhibitors | AID 504891 | 0.009% of 390,000 active | Pin1 FP peptide displacement, HiFluor488, 10 min; active = well fitted inhibition curve with a large enough effect in the polarisation, with a control signal flat, not every such curve was filed as active; inconclusive = small, poorly fitted or top-dose-only effect, or effect the other way, or a change in a side signal; inactive = no such curve, though single readings can be large or run the other way; the % refers to the polarisation; also: % is scaled to controls: 0 for no effect and ±100 for the full control effect
# Pol iota inh: DNA polymerase iota (human) inhibition; Pol iota fluorescent replication assay, 10 min; 1% of 390,000 active; Potency, µM (doses to about 115 µM), for the others: at the highest dose activity, negative = inhibition, most hits filed as inhibitors; AID 588590; Q9UNA4
#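 Pol iota at 10 nM preincubated 15 min with compounds at room temperature; reaction started with fluorescent substrate, 50 nM final. Fluorescence read kinetically at 0 and 10 min; buffer-only wells as negative control.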
# BAZ2B inh: blocks human BAZ2B; AlphaScreen BAZ2B-H3K14Ac peptide displacement; Potency, µM (series often up to 114 µM), without a hit: at the highest dose activity change, negative = inhibition, usual class: inhibitors; 4.4% of 360,000 active; AID 504333; also: % is scaled to controls: 0 for no effect and ±100 for the full control effect; nearly all actives have a fitted effect of over 60% in size
#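 Inhibition is scored as reduced AlphaScreen emission. The BAZ2B/b-H3(5-23)K14Ac complex (50 nM each) in PBS pH 7.4, 0.01% Tween-20 meets compound (up to 110 uM) for 30 min at RT before bead addition.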
# HP1b binding inh: HP1-beta chromodomain-methylated histone interaction inhibition; AID 540317; AlphaScreen HP1-beta / biotin-H3K9me3 peptide binding; P83916; 0.56% of 390,000 active; Potency, µM (series often up to 114 µM), without a hit: top-dose activity change, negative = inhibition, hits mostly inhibitors; also: nearly all actives have a fitted effect of over 70% in size; inactives centre near 23
#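 AlphaScreen: HP1-beta (50 nM) preformed 30 min with biotin-H3(1-18)K9me3 peptide (50 nM) in PBS pH 7.4, 0.01% Tween-20. Compound added for 30 min at RT, then streptavidin donor/nickel chelate acceptor beads (10 ug/mL) for 30 min.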
# Active calls of the source: *; i = inactive; ? = inconclusive; nt = not tested or not shown; [ ] = dose if it differs, or a comment. Unless noted, calls follow the shape of the dose curve; as a rule, active = well fitted curve in the direction sought with a large enough effect; inconclusive = small, poorly fitted or top-dose-only effect, or another doubt; inactive = no such curve, though single readings can be large; an effect the other way counts as inactive or inconclusive. Potency is read from the fitted curve at half-maximal effect.
Structure	BLM helicase inh	PGK inhibitor	JMJD2A Tudor inh	G9a block	GLS inh	Pin1 inhibitor	Pol iota inh	BAZ2B inh	HP1b binding inh
CCOc1ccc(OCCNC2CCCC2)cc1	0%	i	3.2µM*	?	-2%	0%	2%	17%	?
C=CCn1cc(C(=O)OCC)c(=O)c2cc(F)c(F)cc21	4%	i	-6%	10%	-19%	13%	133%[activator]	0%	34%[activator]
COC(=O)C(C)n1cnc2c(nnn2-c2ccc(OC)cc2)c1=O (centres undefined)	0%	-5%	-10%	24%[59 µM]	2%	-3%	23%	10%	17%
CCOc1ccc(NC(=O)CN(C)C(=O)Cc2c(C)nc3ccccc3c2C)cc1OCC	-8%	-4%	-27%	nt	-3%	0%	-18%	?	-4%
COc1ccccc1N1CCN(C(=O)c2nc(SC)ncc2Cl)CC1	0%	9%	-8%	-2%[59 µM]	0%	-1%	23%	-13%	32%
Cc1ccc(NC(=O)CN2C(=O)COc3ccc(S(=O)(=O)N4CCOCC4)cc32)cc1F	-1%	-2%	-10%	13%[59 µM]	14%	3%	-14%	-2%	26%
COc1cccc(CCNC(=O)c2c(O)nc3ccccn3c2=O)c1	-8%	9%	-3%	-5%[59 µM]	4%	-9%	23%	-2%	34%
Cc1ccc(NC(=O)C(=O)NCCN2CCN(S(=O)(=O)c3ccccc3)CC2)cc1C	-6%	-8%	7%	-1%	-3%	4%	89%[activator]	-15%	17%

# In another format: entries from further up.
BLM helicase inh | PGK inhibitor | JMJD2A Tudor inh | G9a block | GLS inh | Pin1 inhibitor | Pol iota inh | BAZ2B inh | HP1b binding inh | SMILES
0% | 9% | -8% | -2%[59 µM] | 0% | -1% | 23% | -13% | 32% | COc1ccccc1N1CCN(C(=O)c2nc(SC)ncc2Cl)CC1
-8% | -4% | -27% | nt | -3% | 0% | -18% | ? | -4% | CCOc1ccc(NC(=O)CN(C)C(=O)Cc2c(C)nc3ccccc3c2C)cc1OCC
-8% | 9% | -3% | -5%[59 µM] | 4% | -9% | 23% | -2% | 34% | COc1cccc(CCNC(=O)c2c(O)nc3ccccn3c2=O)c1

# Carrying on:
Structure	BLM helicase inh	PGK inhibitor	JMJD2A Tudor inh	G9a block	GLS inh	Pin1 inhibitor	Pol iota inh	BAZ2B inh	HP1b binding inh
COc1ccc(/C=N/n2c(SC)nnc(C(C)(C)C)c2=O)c(OC)c1	3%	-3%	0%	-4%[59 µM]	11%	7%	8%	-10%	3%
CN(CC(=O)Nc1ccc(N2CCOCC2)cc1)C(=O)c1cn(-c2ccccc2)nc1-c1ccccc1	nt	2%	2%	?	10%	0%	14%	-12%	14%
COC(=O)CCC(=O)N1CCCC(C(=O)c2ccc(Cl)cc2C)C1 (centres undefined)	-10%	-4%	-4%	-6%	-11%	-1%	98%[activator]	-34%	39%
O=C(c1cccc(N2C(=O)C3CC=CCC3C2=O)c1)N1CCN(c2ccccc2)CC1 (centres undefined)	-6%	-6%	-6%	-57%[59 µM]	2%	-9%	-9%[58.9 µM]	-16%	2%
Fc1ccc(CN2CCN3CCCC3C2C2CCCCC2)cc1F (centres undefined)	0%	-8%	?	23%[0.501 µM]	7%	0%	?	?	9%
CN(C)C=Nc1ccc2nn(-c3ccccc3)nc2c1	-6%	-4%	11%[57.1 µM]	15%[59 µM]	-18%	1%	24%	21%[57.1 µM]	42%[activator]
CCc1sc(C(=O)NCc2ccco2)cc1Br	-14%	-1%	-21%	56µM*	-2%	2%	?	?	26%
O=[N+]([O-])c1cccnc1-n1cnc2ccccc21	-16%	0%	-6%	45µM*	-6%	4%	10%	-11%	21%
Cc1nn(-c2ccccc2)c2c1C(=O)N(c1ccccc1)C(=O)C(C)(C)C2	1%	0%	-6%	-3%	2%	2%	?	-30%[57.1 µM]	26%
COc1ccc(CN(CCN2CCOCC2)C(=O)c2c(F)cccc2F)cc1OC	-1%	1%	-6%	?	0%	-7%	-6%[58.9 µM]	?	36%
CC(=O)Nc1ccc(-c2csc(NC(=O)C3CC(=O)N(c4ccc5c(c4)OCCO5)C3)n2)cc1 (centres undefined)	-6%	-2%	-25%	-6%[59 µM]	-8%	?	?	?	15%
N#Cc1ccncc1S(=O)c1ccc(Cl)cc1 (centres undefined)	-6%	-5%	7%	-1%	-3%	-1%	-14%	-16%	31%
CN(CC(=O)Nc1ccc(F)cc1)C(=O)COC(=O)/C=C/c1ccc(OC(F)F)cc1	nt	-3%	-6%	-8%	18%	-1%	34%[activator]	8%	4%
Cc1ccccc1NC(=S)N(CCN(C)C)C(C)c1cccnc1 (centres undefined)	-1%	i	-8%	18%[59 µM]	-12%	0%	149%[activator]	-20%	24%
O=C(NCc1cccs1)C1CCN(S(=O)(=O)c2cccc3cccnc23)CC1	3%	8%	-10%	20%	2%	0%	18%	-4%	66%[activator]
O=C(NCCCn1cccn1)c1cc(COc2ccc(F)cc2Cl)on1	-6%	0%	-18%	7%	-3%	-6%	10%	7%	17%
CCOC(=O)c1ccccc1NC(=O)COC(=O)C(CCSC)NC(=O)COc1ccccc1 (centres undefined)	nt	-2%	-5%	-5%	-6%	-1%	-13%	6%	15%
COc1ccc(CCNC(=O)COc2ncnc3cc([N+](=O)[O-])ccc23)cc1	0%	0%	-11%	12%	1%	6%	-12%	0%	36%
CCCCn1c(N)c(N(Cc2ccccc2OC)C(=O)c2ccc(N3CCCC3=O)cc2)c(=O)[nH]c1=O	nt	i	3%	-24%[12.7 µM]	1%	-4%	13%	5%	35%
CCC(C)[C@H](NC(=O)C1CCN(C(=O)[C@H](Cc2ccccc2)NS(=O)(=O)c2ccc(C)cc2)CC1)C(=O)O (some centres undefined)	-2%	i	-8%	2%	1%	-10%	116%[activator]	-2%	13%
Cc1csc2nc(COC(=O)c3ccccc3NC(=O)c3cccc(Br)c3)cc(=O)n12	-2%	-4%	2%	12%[59 µM]	8%	0%	10%	-1%	9%
CC1=NN(Cc2ccccc2)C(=O)C1C(c1ccccc1)C(C#N)C#N (centres undefined)	-6%	7%	-34%	?	6%	-8%	?	2%[57.1 µM]	1%
CCOC(=O)N1CCN(C(=O)c2ccc(CNS(=O)(=O)c3ccc(C)cc3)cc2)CC1	0%	-8%	1%	-3%	10%	-2%	33%[activator]	3%	35%[activator]
O=C(O)c1cccc(S(=O)(=O)Nc2ccc(N3CCCCC3)cc2)c1	nt	-5%	-21%	nt	-17%	0%	34%[activator]	nt	10%
Cc1n[nH]c(C)c1N=Nc1ccc(Br)cc1	-5%	8%	?	?	1%	1%	16%	?	-9%
C=C1C[C@H]2[C@@H]3CCc4cc(OC)ccc4[C@H]3CC[C@]12C	nt	-1%	45%[activator]	12%[2.33 µM]	-2%	2%	-2%	50%[activator]	107%[activator]
CC(C)(C)c1ccc(OCc2nnc(SCC(N)=O)n2N)cc1	-9%	-10%	10%	-1%	-15%	4%	126%[activator]	-8%	37%
CN1CCCN(Cc2ccccc2C(F)(F)F)CC1	-1%	-2%	0.71µM*	?	12%	-10%	-14%	50µM*	?
CCOc1ccccc1C(=O)N1CCN(c2cccc(Cl)c2)CC1	-7%	-9%	-10%	16%[12.7 µM]	7%	1%	-16%	5%	-2%
O=C(NCc1ccccc1Cl)NCc1ccccc1Cl	0%	-2%	-12%	nt	-9%	-1%	6%	4%	23%
O=C(COc1ncnc2ccccc12)Nc1cccc([N+](=O)[O-])c1	-6%	2%	-8%	-2%	3%	5%	119%[activator]	-2%	11%
COc1ccc(OC)c(-c2cc(C(=O)Nc3cc(C)n(Cc4ccc(Cl)cc4)n3)no2)c1	-4%	-13%	-2%	?	1%	-5%	1%	-3%	32%
CCN(CC)C(=O)Cn1cc(C(=O)C(=O)N2CCCc3ccccc32)c2ccccc21	-10%	-12%	-11%	?	-6%	2%	-4%	-3%	38%
O=C1CC(c2nnc(Cc3ccc(F)cc3Cl)o2)CN1c1ccccc1 (centres undefined)	4%	-8%	-17%	-22%[59 µM]	3%	7%	-2%	-11%	15%
COc1ccc(-c2ccc(C#N)c(OC(=O)c3c(Cl)cccc3Cl)n2)cc1	-2%	-9%	0%	58%[activator][59 µM]	7%	0%	0%	7%	81%[activator]
O=C(c1ccc(F)cc1)N1CCC(C(=O)N2CCN(c3ncccn3)CC2)CC1	nt	-1%	-11%	nt	2%	-7%	21%	nt	11%
c1ccc2c(SCc3cn4ccccc4n3)nncc2c1	1%	-3%	-5%	2%	1%	-3%	5%	-4%	61%[activator]
COc1ccc(N2CCN(C(=O)c3cn(CC(C)C)c(=O)c4c3c3ccccc3n4C)CC2)cc1	-13%	-7%	35µM*	?	24%	2%	1%	25µM*	?
CN(C)CCN(C)Cc1c2ccccc2c(CN(C)CCN(C)C)c2ccccc12	34%[activator]	i	-30%	-1%[2.33 µM]	-14%	?	66%[activator]	-27%	-1%
O=C(COC(=O)c1cc(=O)[nH]c(=O)[nH]1)Nc1cccc(S(=O)(=O)N2CCOCC2)c1	-1%	1%	?	nt	4%	-12%	147%[activator]	0%	23%
O=C(Nc1cccc2c1CCCC2)c1ccccc1Cl	-1%	-1%	-6%	23%	4%	-8%	15%	-5%	43%[activator]
Cc1c(NC(=O)C(C)OC(=O)c2c3c(nc4ccccc24)CCC(C)C3)c(=O)n(-c2ccccc2)n1C (centres undefined)	nt	7%	-24%	nt	8%	15%	8%	nt	-15%
O=S1(=O)c2c(F)cccc2OC(COc2ccccc2)CN1CCc1ccc(F)cc1 (centres undefined)	nt	2%	-2%	nt	2%	10%	40%[activator]	nt	32%
O=C(/C=C/c1ccccc1)NCCCNC(=O)/C=C/c1ccccc1	-3%	-8%	-12%	-42%	6%	-2%	107%[activator]	-23%	9%
NC(N)=NS(=O)(=O)c1ccc(NC(=S)NC(=O)/C=C/c2ccc(F)cc2)cc1	-4%	-10%	-1%	23%	0%	-11%	87%[activator]	-21%	16%
COc1ccc(/C=C/C(=O)N/C(=C\c2ccco2)C(=O)NCCc2nc3ccccc3[nH]2)cc1	-5%	i	?	45µM*	-4%	?	-2%	?	-11%

# Only part of the results is shown; count on the stated rates, not on these rows.
